From PubChem
KOR beta-arrestin-1: KOR antagonists, beta-arrestin recruitment, cell-based, luminescence, uHTS (AID 1778); inhibition, % at 10 µM; hits with a dose series show IC50 in µM; KOR beta-arrestin recruitment, luminescence, antagonist mode; higher % means a stronger effect; hit rate 0.091% among 290,000; in the data active means inhibition above about 50%; further: strong numbers were not always called active
KOR beta-arrestin-2: KOR agonists, beta-arrestin recruitment, primary screen, cell-based, luminescence, uHTS (AID 1777) | KOR beta-arrestin recruitment, luminescence; higher % means a stronger effect | activation, % at 10 µM; hits with a dose series show EC50 in µM | hit rate 0.02% among 280,000; in the data active means activation above about 50%, passing the limit was not always enough; further: a part of the inactive calls stands beside numbers as strong as those of hits
HIV fusion peptide: cell-free HIV fusion peptide-binding blockers – biochemical, uHTS, fluorescence dequenching, primary screen (AID 1986); cell-free peptide binding, fluorescence dequenching, 30 min; higher % means a stronger effect; inhibition, % at 20 µM, or IC50 in µM where a hit was titrated; hit rate 0.3% among 290,000; in the data active means inhibition mostly above about 52%, no sharp cut-off; inactive means mostly below about 76%; further: some results filed as inactive read as strong as hits
NS5 inhibitors: Dengue-2 NS5 methyltransferase inhibitors, primary screen, biochemical, confirmation dose response (AID 588689); Dengue-2 NS5 methyltransferase capping enzyme assay, biochemical; higher % means a stronger effect; inhibition, % at 25 µM; hits with a dose series show IC50 in µM; hit rate 0.3% among 340,000; in the data active means a potency from the dose series
GPR55 LPI antagonism: GPR55 antagonists blocking LPI-driven arrestin recruitment, primary screen, imaging, U2OS, beta-arrestin-GFP, LPI agonist (AID 2013); U2OS GPR55 beta-arrestin-GFP translocation imaging, LPI antagonism; higher % means a stronger effect; one-dose inhibition, % at 10 µM; IC50 in µM for titrated hits; hit rate 0.13% among 290,000;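 active means spots per cell inhibited over 60%, with over 100 cells counted and total cytoplasm intensity under 500,000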;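 further: U2OS cells stably carrying GPR55 and arrestin-GFP stimulated by 5 µM LPI near EC80; imaged beta-arrestin-GFP aggregate spots per cell after agonist stimulation; plate controls were LPI-stimulated DMSO wells for no effect and DMSO wells without LPI for full effect; some results filed as inactive read as strong as hits; confirmed hits need IC50 under 10 µM and bright autofluorescent wells are also inconclusive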
NOD1 NF-kB reporter: inhibition of NOD1-driven NF-kB reporter – cell-based, luminescence, uHTS, primary screen (AID 1578). NOD1-driven NF-kB luciferase reporter cells, luminescence; higher % means a stronger effect. one-dose inhibition, % at 4 µM; EC50 in µM for titrated hits. hit rate 1% among 290,000; in the data active means inhibition mostly above about 36%, no sharp cut-off; inactive means mostly below about 34%;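 further: HEK-293T reporter cells stimulated with the NOD1 agonist gamma-tri-DAP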
GPR55 activation: selective activators of receptor GPR55 – imaging, U2OS cells, beta-arrestin-GFP redistribution, primary screen (AID 1961); U2OS GPR55 beta-arrestin-GFP redistribution imaging; higher % means a stronger effect; one-dose activation, % at 10 µM; EC50 in µM for titrated hits; hit rate 0.048% among 290,000;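 active means activation above 40% with more than 50 cells counted in the well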;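 further: U2OS osteosarcoma cells stably expressing GPR55 and beta-arrestin-GFP; plate controls were DMSO negative control for no effect and LPI positive control for full effect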
GPR35 arrestin U2OS: inhibition of zaprinast-stimulated GPR35 beta-arrestin translocation – imaging, U2OS, beta-arrestin-GFP, zaprinast agonist, primary screen (AID 2058). U2OS GPR35 beta-arrestin-GFP translocation imaging, zaprinast antagonism; higher % means a stronger effect. inhibition, % at 10 µM; hits with a dose series show IC50 in µM. hit rate 0.052% among 290,000;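 active means inhibition of at least 50% with at least 30 cells and total cytoplasm GFP at most 10,000,000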
West Nile antiviral: West Nile virus antiviral activity, cell-based, CPE readout (AID 1621) | West Nile virus-infected cells, CPE inhibition; higher % means a stronger effect | CPE inhibition, % at 10 µM; hits with a dose series show IC50 in µM | hit rate 0.02% among 290,000; in the data active means a potency from the dose series; further: strong numbers were not always called active
NS5 inhibitors pilot replicate: also measured in NS5 inhibitors; calls as there; inhibition, %; measured here: pilot screen replicate inhibition
Active calls of the source: *; / = not tested or not shown; [ ] = dose if it differs, or a comment. A portion of the library. The share of hits here may be higher or lower than overall.

SMILES	KOR beta-arrestin-1	KOR beta-arrestin-2	HIV fusion peptide	NS5 inhibitors	GPR55 LPI antagonism	NOD1 NF-kB reporter	GPR55 activation	GPR35 arrestin U2OS	West Nile antiviral	others
COCc1cc(C)nc2sc(C(=O)Nc3ccccc3Br)c(N)c12	-13%[20 µM]	-5.8%	0.3%	4%	-6%	-26%	-0.1%	9%	-1.5%	NS5 inhibitors pilot replicate=-7.3
CCc1ccc(NC(=O)Cc2ccc(OC)cc2)cc1	-12%	6.8%	1.6%	/	1%	-54%	0.8%	1%	-0.3%
COc1ccc(C(=O)NCC(=O)N/N=C/c2ccc([N+](=O)[O-])s2)cc1OC	40%	-3.4%	16%	3%	-5%	-27%	-0.5%	-10%	-1.0%
CCOC(=O)C1CCCN(CCC(C)c2ccccc2)C1 (stereo unspecified)	34%	5.7%	-3.0%	-5%	5%	-17%	0.3%	-2%	-0.7%
CC(=O)OCc1cc(=O)n(C)c(=O)n1C	-52%	4.4%	0.4%	-3%	14%	-2%	-0.1%	3%	0.1%
O=C(CCc1nnc2ccc(N3CCC4(CC3)OCCO4)nn12)Nc1cc(F)ccc1F	9%	-0.5%	0.2%	-4%	8%	-24%	0.2%	0%	-0.2%
O=c1c(Cc2ccc(F)cc2)c(O)ccn1CCCn1ccnc1	-12%	1.7%	-0.5%	-10%	-3%	-19%	-0.2%	-4%	0.0%
O=C(NNC(=S)Nc1ccccc1)C1CCCCC1	-26%	-2.9%	-1.5%	1%	-13%	-21%	-0.6%	1%	-0.2%
CCCCCCNC(=O)Cc1nc2nc(C)cc(C)n2n1	-11%	0.3%	-1.4%	-4%	-15%	-14%	-0.1%	-6%	/
CC(C)(C)NC(=O)COC(=O)c1ccc(Cl)nc1	-4%	3.4%	1.5%	-5%	-14%	-32%	-0.6%	4%	0.4%
CCn1nnc(-c2ccccc2NC(=O)C(F)(F)F)n1	-5%	-1.2%	-0.9%	-4%	10%	-18%	-0.4%	10%	0.3%
Cc1ccn(C(=O)c2cc3cc(Cl)ccc3oc2=O)n1	-19%	6.7%	2.4%	-1%	-4%	-24%	-0.1%	-14%	-0.1%
CC(C)C(OC(=O)c1cccc(S(=O)(=O)NCC(F)(F)F)c1)C(=O)NC(N)=O (stereo unspecified)	-12%	-2.7%	-1.5%	4%	8%	-11%	0.0%	20%	0.3%
CCOc1ccccc1NC(=O)CSc1nnc(-c2cnccn2)n1CC	31%	/	-1.1%	-2%	-11%	-17%	0.0%	11%	0.7%
O=C(CCNC(=O)Cn1ccc2ccccc2c1=O)NCCc1ccccc1Cl	-42%	7.5%	-1.8%	-1%	-10%	56%	-0.3%	-1%	-0.5%
COC(=O)CSc1nnc(SCc2ccc(OC)cc2)s1	-55%	1.5%	2.1%	-2%	-10%	-5%	0.3%	11%	/
COC(=O)C1=C(N)Oc2cc(C)[nH]c(=O)c2C1c1ccncc1 (stereo unspecified)	22%	0.6%	-0.7%	-5%	9%	-1%	0.5%	9%	0.3%
Cc1cc([N+](=O)[O-])nn1Cc1ccc(F)cc1	-5%	-1.3%	-1.4%	-6%	-3%	-49%	-0.1%	2%	-1.0%
CC(C)CC(NS(=O)(=O)OCC(Cl)(Cl)Cl)c1ccccc1 (stereo unspecified)	-22%[20 µM]	-1.7%	2.3%	2%	26%	-26%	0.4%	6%	-1.9%
O=c1c(Cc2ccc(F)cc2)c(O)ccn1Cc1cccc(Cl)c1	-10%	-0.9%	-1.7%	-12%	2%	-9%	-0.2%	-9%	0.2%
Cc1nn(-c2ccccc2)c(C)c1NC(=O)c1cccs1	-19%	18%	0.6%	-5%	-2%	0%	-0.1%	1%	-0.3%
O=C(NC1CCOc2ccccc21)c1ccc(Cl)nc1 (stereo unspecified)	-37%	5.2%	-0.5%	-7%	-4%	-33%	0.6%	-1%	0.2%
CC(=O)c1cccc2c(O)c(C3=Nc4ccccc4C3=O)[nH]c12	-7%	5.5%	0.2%	26%	14%	-9%	-0.2%	2%	0.4%
Cc1cc(NC(=O)C(C)(C)C)no1	28%	-1.6%	-3.1%	-1%	1%	-21%	-0.1%	-2%	0.4%
CCCCN(CCCC)S(=O)(=O)c1ccc2oc(C(=O)N3CCOCC3)c(C)c2c1	-18%	12%	0.5%	-4%	4%	-6%	-0.2%	5%	1.1%
Cn1c(=O)c([N+](=O)[O-])c(NCCc2ccccc2)c2ccccc21	20%	-4.7%	-0.4%	-9%	-2%	-8%	0.2%	0%	-0.6%
O=C(Cc1cccs1)N(Cc1cccs1)C1(C(=O)NC2CCCC2)CCCCC1	-24%	-2.8%	17%	-2%	4%	-13%	-0.1%	6%	-0.8%
O=S(=O)(c1ccc(OCC(O)CN2CCCC2)cc1)N1CCOCC1 (stereo unspecified)	-28%	4.1%	0.6%	-5%	6%	-19%	0.0%	4%	0.1%
CC(C(=O)N1CCN(Cc2ccc3c(c2)OCO3)CC1)n1cc([N+](=O)[O-])cn1 (stereo unspecified)	-13%	1.2%	0.3%	-7%	5%	-3%	0.1%	-12%	-0.8%
CC(=O)N1SC(N)=NC1c1ccccc1 (stereo unspecified)	-45%	2.2%	3.7%	-8%	6%	-27%	-0.3%	-10%	-0.3%
O=C(CCC1CCCN(C(=O)CCN2CCCCC2=O)C1)NCc1ccccc1F (stereo unspecified)	-41%[20 µM]	/	-0.8%	-6%	-4%	-37%	0.5%	-8%	-0.8%
O=c1[nH]c(Cn2nnc(-c3ccccc3)n2)nc2scc(-c3ccccc3)c12	11%	8.1%	0.3%	6%	17%	-21%	0.6%	14%	0.4%
CCOc1ccc(NC(=O)Cn2nnc(C(=O)NCc3ccc4c(c3)OCO4)c2N)cc1	-67%	-1.2%	0.5%	1%	7%	9%	-0.1%	12%	2.6%
O=S(=O)(c1cccs1)N1CN(CC2CCCO2)c2nc3ccccc3nc21 (stereo unspecified)	2%	-1.8%	-1.0%	-5%	6%	-4%	0.6%	-8%	-0.9%
Cc1ccc(S(=O)(=O)NCC(=O)N(CC2CCCO2)C(C(=O)NC2CCCCC2)C(C)C)cc1 (stereo unspecified)	-1%	-1.2%	0.8%	-4%	11%	-21%	0.5%	-13%	-1.4%
CCOC(=O)N1CCN(C(=O)CN(C2CCCCC2)S(=O)(=O)c2ccc(F)cc2)CC1	-37%	1.9%	-0.5%	-6%	-5%	1%	-0.1%	-2%	0.2%
Oc1[nH]c(=S)sc1C=C1N=c2ccccc2=N1	6%	-1.9%	17%	/	9%	-6%	0.2%	-2%	0.8%
Cc1ccc(NC(=O)NC2CCCCC2)c(C)c1	/	-2.7%	3.2%	-5%	10%	-16%	-0.2%	-13%	-0.4%
CCN(CC)CCn1c2ccc(Cl)cc2c2nc(C)sc21	10%	-2.8%	-1.2%	1%	-18%	0%	-0.1%	-1%	0.2%
O=C(Nc1ccc(N=Nc2ccccc2)c(NC(=O)C2CCCO2)c1)C1CCCO1 (stereo unspecified)	17%	7.6%	-3.6%	2%	26%	3%	-0.3%	10%	0.2%

Three records drawn at random from those above, as already listed:
SMILES	KOR beta-arrestin-1	KOR beta-arrestin-2	HIV fusion peptide	NS5 inhibitors	GPR55 LPI antagonism	NOD1 NF-kB reporter	GPR55 activation	GPR35 arrestin U2OS	West Nile antiviral	others
CCOC(=O)N1CCN(C(=O)CN(C2CCCCC2)S(=O)(=O)c2ccc(F)cc2)CC1	-37%	1.9%	-0.5%	-6%	-5%	1%	-0.1%	-2%	0.2%
Cc1cc(NC(=O)C(C)(C)C)no1	28%	-1.6%	-3.1%	-1%	1%	-21%	-0.1%	-2%	0.4%
Oc1[nH]c(=S)sc1C=C1N=c2ccccc2=N1	6%	-1.9%	17%	/	9%	-6%	0.2%	-2%	0.8%

(more compounds)
SMILES	KOR beta-arrestin-1	KOR beta-arrestin-2	HIV fusion peptide	NS5 inhibitors	GPR55 LPI antagonism	NOD1 NF-kB reporter	GPR55 activation	GPR35 arrestin U2OS	West Nile antiviral	others
CCC(C)(C(=O)NC1CCCC1)N(C(=O)CC1NC(=O)NC1=O)c1ccc(C)cc1 (stereo unspecified)	-27%	-5.6%	0.0%	-5%	5%	-7%	0.9%	0%	0.2%
CS(=O)(=O)c1sc2nc(-c3ccccc3)cc(-c3ccccc3)c2c1N	-44%	-2.2%	41%	-5%	26%	-22%	-0.1%	-1%	-0.4%
COC(=O)NC1(C(F)(F)F)C(=O)Nc2c1c(=O)n(C)c(=O)n2C (stereo unspecified)	-14%[20 µM]	2.4%	-0.5%	2%	9%	-25%	-0.1%	4%	0.8%
Cc1ccsc1C(=O)OCC(=O)N1CCN(C(=O)c2ccco2)CC1	35%	-9.8%	1.4%	0%	20%	-10%	-0.4%	0%	0.2%
CCn1ncc(C2=NOC(C(=O)NCc3ccc(OC)cc3)C2)c1C (stereo unspecified)	-39%	2.7%	-1.0%	2%	-12%	-8%	-0.2%	-6%	1.2%

Structures shown so far that have a furan ring, fused or not, in the order listed:
SMILES	KOR beta-arrestin-1	KOR beta-arrestin-2	HIV fusion peptide	NS5 inhibitors	GPR55 LPI antagonism	NOD1 NF-kB reporter	GPR55 activation	GPR35 arrestin U2OS	West Nile antiviral	others
CCCCN(CCCC)S(=O)(=O)c1ccc2oc(C(=O)N3CCOCC3)c(C)c2c1	-18%	12%	0.5%	-4%	4%	-6%	-0.2%	5%	1.1%
Cc1ccsc1C(=O)OCC(=O)N1CCN(C(=O)c2ccco2)CC1	35%	-9.8%	1.4%	0%	20%	-10%	-0.4%	0%	0.2%
